Assay outcomes as filed in PubChem BioAssay.
PL synth Enamine = animal cell phospholipid biosynthesis inhibition, Enamine screen; ZR-82 CHO cells, pyrene fatty acid UV survival, CellTiter Blue; peroxisome-deficient CHO-K1 mutant line; plus DGAT-1, DGAT-2 and ACAT inhibitors; AID 1347385; 20,000 tested, 0.4% active; calls only at 10 µM;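 active = cell survival signal 2 SD away from solvent-only control wells, confirmed on one or two retests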;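 also: 3 h compound exposure then viability read about one day after UV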
Calls only; i = inactive. A portion of the library, so the mix of outcomes need not match the whole.

SMILES	PL synth Enamine
O=C(O)c1cc2cc3c(cc2[nH]1)OCCO3	i
O=[N+]([O-])c1ccccc1S(=O)(=O)Nc1ccc(S(=O)(=O)N2CCCC2)cc1	i
CCn1c(N2CCOCC2)n[nH]c1=S	i
c1csc(-c2nnn(CN3CCC(c4nc5ccccc5s4)CC3)n2)c1	i
Cc1cc(C)c2c(c1)c(C)cc1n[nH]c(=S)n12	i
O=S(=O)(c1ccc(Br)s1)N1CCCC(C(F)(F)F)C1 (stereo not drawn)	i
c1ccc2sc(CN3CCCC3c3nc4ccccc4s3)nc2c1 (stereo not drawn)	i
CC1(C)CC2CC(C)(CN2S(=O)(=O)c2ccc(F)c(F)c2)C1 (stereo not drawn)	i
Nc1ccc(N2CCOCC2)c(S(=O)(=O)Nc2ccc(Cl)cc2)c1	i
O=S1(=O)CCN2N=C(SCc3ccccc3)SC2=N1	i
c1ccc(-n2ncc3c(NCc4ccccn4)ncnc32)cc1	i
CCCn1c(=NC(C)=O)c(C(=O)OCC)cc2c(=O)n3cccc(C)c3nc21	i
Cc1nc(SCc2nc3ccsc3c(=O)[nH]2)c2c(-c3cccs3)csc2n1	i
CCOC(=O)C1=C(C)NC(C)=C(C(=O)OCC)C1C(=O)OCC(=O)c1ccc[nH]1	i
Cc1ccc(-c2n[nH]c(=S)o2)cc1	i
CNC(=S)N/N=C/c1ccc2c(c1)OCCO2	i
C#CCOc1ccccc1-c1nc(-c2ccccc2)c(-c2ccccc2)[nH]1	i
CC1=CC(c2ccccc2)n2nnnc2N1 (stereo not drawn)	i
CN1c2ccccc2C(C)(C)C12C=Cc1cc(I)ccc1O2 (stereo not drawn)	i
CCc1ccc(-c2noc(CSc3nnc(-c4ccc5c(c4)OCO5)o3)n2)cc1	i
Oc1ccc(Br)cc1C=NCC12CC3CC(CC(Cl)(C3)C1)C2	i
COCCn1c(=S)[nH]c2sc(C)c(C)c2c1=O	i
CC(Cc1n[nH]c(=S)o1)c1ccccc1 (stereo not drawn)	i
O=S1(=O)N=C2CCCCCN2C(c2ccc(F)cc2)N1 (stereo not drawn)	i
Cn1ccnc1SCc1cc(=O)n2cc(Br)ccc2n1	i
NC(=O)c1c(NC(=O)CSc2nnc(NC3CC3)s2)sc2c1CCCC2	i
CCSc1nnc(SCc2cc([N+](=O)[O-])cc3c2OCOC3)s1	i
CCOc1ccc(N=Nc2c(C)noc2C)cc1	i
Nc1nc(CSc2nnc(NC3CC3)s2)nc(Nc2ccc(F)cc2)n1	i
Oc1ccc(N=Nc2ccc(SC(F)F)cc2)c2cccnc12	i
Cc1occc1-c1nnc(SC(C)C(=O)NC2CCCC2)o1 (stereo not drawn)	i
O=C1CCc2cc(S(=O)(=O)NC3CCCCC3)ccc2N1	i
c1ccc2c(c1)OCC(CSc1nnnn1C1CCCC1)O2 (stereo not drawn)	i
Cn1cnn(CN(Cc2ccccc2)Cc2ccccc2)c1=S	i
CCc1nnc(NC(=O)Cc2c(C)noc2C)s1	i
COc1cc(C(c2c(C)nn(-c3nc(C)cc(C)n3)c2N)c2c(C)nn(-c3nc(C)cc(C)n3)c2N)cc(OC)c1OC	i
O=C1NC2(CCCC2)C(=O)N1CCS(=O)(=O)Oc1ccccc1	i
COc1ccc(N2C3=[N+](CCCC3)CC2(O)c2ccc(F)cc2)cc1 (stereo not drawn)	i
C(=N\N1CCOCC1)/c1cn(-c2ccccc2)nc1-c1cc2ccccc2o1	i
Cc1cccc(CC2=CN3CCS(=O)(=O)N=C3S2)c1	i
Oc1ccc(/C=N/Nc2ccc(C(F)(F)F)cn2)cc1O	i
Cc1ccc(OCc2cc3c(cc2Br)OCO3)c([N+](=O)[O-])n1	i
Cc1noc(C)c1CSc1ncnc2sc3c(c12)CCCC3	i
CN(C)CCCNc1cn[nH]c(=O)c1Cl	i
CCOC(=O)NCCN1C(=O)S/C(=C\c2cccs2)C1=O	i
O=C(N=C1N=C2C=CC(Cl)=CN2Cc2ccccc21)c1ccc(=O)oc1	i
Cc1sc2nc(CN3CCOCC3)nc(N(C)C3CCCCC3)c2c1C	i
c1ccc2c(c1)OC1(CCCCC1)N1N=C(c3ccc4c(c3)OCCO4)CC21 (stereo not drawn)	i
CC1=C/C(=N/Nc2nc3ccccc3[nH]2)CC1	i
CCOC(=O)C1C(c2ccc([N+](=O)[O-])o2)NC(=O)NC1(O)C(F)(F)F (stereo not drawn)	i
(further entries)
SMILES	PL synth Enamine
Nc1c(S(=O)(=O)c2ccc(F)cc2)c2nc3ccccc3nc2n1-c1cccc(Cl)c1	i
Cc1cc(C(=O)CSc2nnc3n2CCCCC3)c(C)n1C	i
CSCCSc1nnc(C)n1C1CCCCC1	i
c1ccc2c(c1)OC1(CCCCC1)O2	i
O=[N+]([O-])c1cccc(-c2c[n+]3c(n2-c2ccccc2)SCC3)c1	i
Cc1c(N=C/C=C2\N(C)c3ccccc3C2(C)C)c(=O)n(-c2ccccc2)n1C	i
Cn1c(-c2ccc(Cl)cc2Cl)[n+](C)c2ccccc21	i
Cc1nc(Cc2nnc(SCc3cc(=O)n4c(C)cccc4n3)o2)cs1	i
Cc1nn(-c2ccccc2)c2c1C1=C(CCCC1)C1(CCCCC1)N2	i
CC(C)(C)c1ccc(OCc2ccc(-c3nnco3)cc2)cc1	i
Cc1ccc(S(=O)(=O)c2c(N)n(C(C)c3ccccc3)c3nc4ccccc4nc23)cc1C (stereo not drawn)	i
O=C(NNC1=NCCCCC1)C(F)(F)C(F)(F)C(F)(F)F	i
C/C(=N\Nc1nncc2ccccc12)c1ccc(C(C)(C)C)cc1	i
CC(/C=N/N=c1\sc2ccccc2n1C)=C\c1ccccc1	i
CCc1c(C)sc2[nH]c(=S)n(CC)c(=O)c12	i
CN(C)C(CNc1ccc(S(C)(=O)=O)cc1[N+](=O)[O-])c1ccco1 (stereo not drawn)	i
Cn1nc(Oc2ccc3ccc(=O)oc3c2)c(=O)n(C)c1=O	i
O=C(NC1CCS(=O)(=O)C1)c1ccc(Br)s1 (stereo not drawn)	i
CCCCCCCCN1C(=O)/C(=C\c2ccsc2)C(=O)NC1=S	i
O=c1[nH]nc(N=Nc2c(O)[nH]c3c(Cl)cc(Cl)cc23)c(=O)[nH]1	i
CC1(C)CC2CC(C)(CN2C(=O)Cn2cnc3sccc3c2=O)C1 (stereo not drawn)	i
Cn1cc(S(N)(=O)=O)cc1C(=O)O	i
COCC(C)Nc1nc2c(s1)CCCC2 (stereo not drawn)	i
O=C(C1COc2ccccc2O1)N1CCc2ccccc21 (stereo not drawn)	i
Nc1ncnc2sc3c(c12)CCNC3	i
CN1CCN(C(=O)c2cc3c(=O)n4ccccc4nc3n2C)CC1	i
O=c1c2ccccc2sn1CN1CCN(S(=O)(=O)c2cccs2)CC1	i
Cc1sc2nc(CSc3nc4sc5c(c4c(=O)n3C)CCC5)[nH]c(=O)c2c1C	i
Nc1nc(SCC(=O)NCCN2CCOCC2)nc2sc3c(c12)CCC3	i
O=[N+]([O-])c1cc(Cl)cc(/C=N/Nc2ccnc3cc(Cl)ccc23)c1O	i
Cn1cccc1P(=NC(=S)N1CCCC1)(c1ccccc1)c1ccccc1	i
c1ccn2cc(CSc3nnc4ccccn34)nc2c1	i
O=C1/C(=C/c2ccc3c(c2)OCCO3)CC/C1=C\c1ccc2c(c1)OCCO2	i
NC1=NC(c2cc(Cl)c3c(c2)OCCO3)n2c(nc3ccccc32)N1 (stereo not drawn)	i
O=S(=O)(c1cccc2nsnc12)N1CCN(CC(O)COc2cccc3ccccc23)CC1 (stereo not drawn)	i
O=S(=O)(Nc1cc(F)ccc1F)c1ccc(Cl)cc1	i
Cc1cnc(NC(=O)NCC2CCCC(CNC(=O)Nc3ncc(C)s3)C2)s1 (stereo not drawn)	i
COc1ccc(S(=O)(=O)N2CCCC2)cc1N(C)S(C)(=O)=O	i
CCN=c1scc(-c2ccc(C)c(C)c2)n1/N=C/c1ccc2c(c1)OCCO2	i
O=S(=O)(N/N=C/c1c[nH]c2ccccc12)c1ccccc1	i
Cc1nc(-n2nnc3ccccc32)c2c3c(sc2n1)CCC3	i
c1ccc(-c2nc(Oc3ccc4c(c3)OCO4)c3ccccc3n2)cc1	i
O=C1OC(c2ccccc2)=N/C1=C\c1ccc(C(F)(F)F)cc1	i
Cc1cc(C)nc(N/N=C/C=N/Nc2nc(C)cc(C)n2)n1	i
CCC(=O)N(c1nnc(SCC(=O)c2ccc(Cl)s2)s1)C1CC1	i
Clc1cccc(-c2cnc(CSc3nnc(-c4ccc5c(c4)OCO5)o3)o2)c1	i
CC1(C)CC(=O)C=C(Nn2cnc3sc4c(c3c2=O)CCCC4)C1	i
NC(=S)Nc1ccc(F)c(Cl)c1	i
Cc1cc(C(=O)Cn2cnc3c2c(=O)n(C)c(=O)n3C)c(C)n1CCC1=CCCCC1	i
Cc1noc(C)c1CSc1nn(-c2ccc(Cl)cc2)c(=S)s1	i
More compounds:
SMILES	PL synth Enamine
Cc1occc1-c1n[nH]c(=S)n1C	i
O=[N+]([O-])c1ccc(NN=C2c3ccccc3-c3ccccc32)c(S(=O)(=O)N2CCOCC2)c1	i
CN(C)S(=O)(=O)c1ccc(Cl)c(NS(=O)(=O)c2ccc3ccccc3c2)c1	i
O=C1/C(=C/c2ccc3c(c2)OCO3)CC/C1=C\c1ccc2c(c1)OCO2	i
CCN=c1scc(-c2ccc3c(c2)OCCO3)n1/N=C/c1cc(C)ccc1C	i
Cn1cnnc1Sc1ccc(S(=O)(=O)N2CCOCC2)cc1[N+](=O)[O-]	i
O=P(O)(Oc1ccccc1)OC(c1ccccc1)C(F)(F)C(F)(F)C(F)(F)C(F)(F)F (stereo not drawn)	i
CCCc1cc(=O)[nH]c(SCC(=O)CSc2nc(CCC)cc(=O)[nH]2)n1	i
O=[N+]([O-])c1cccc(S(=O)(=O)N(OS(=O)(=O)c2ccc(Cl)cc2)c2ccccc2)c1	i
CN(C)c1ccc(/C=N/N=c2\sc3ccccc3n2C)cc1	i

Sorted by length of the SMILES (high to low): some entries from above
SMILES	PL synth Enamine
O=[N+]([O-])c1cccc(S(=O)(=O)N(OS(=O)(=O)c2ccc(Cl)cc2)c2ccccc2)c1	i
O=P(O)(Oc1ccccc1)OC(c1ccccc1)C(F)(F)C(F)(F)C(F)(F)C(F)(F)F (stereo not drawn)	i
Cc1cc(C(=O)Cn2cnc3c2c(=O)n(C)c(=O)n3C)c(C)n1CCC1=CCCCC1	i
CN(C)S(=O)(=O)c1ccc(Cl)c(NS(=O)(=O)c2ccc3ccccc3c2)c1	i
CCCc1cc(=O)[nH]c(SCC(=O)CSc2nc(CCC)cc(=O)[nH]2)n1	i
Cn1cnnc1Sc1ccc(S(=O)(=O)N2CCOCC2)cc1[N+](=O)[O-]	i
CCN=c1scc(-c2ccc3c(c2)OCCO3)n1/N=C/c1cc(C)ccc1C	i
CC1(C)CC(=O)C=C(Nn2cnc3sc4c(c3c2=O)CCCC4)C1	i
CCC(=O)N(c1nnc(SCC(=O)c2ccc(Cl)s2)s1)C1CC1	i
O=S(=O)(N/N=C/c1c[nH]c2ccccc12)c1ccccc1	i
CN(C)c1ccc(/C=N/N=c2\sc3ccccc3n2C)cc1	i
Cc1occc1-c1n[nH]c(=S)n1C	i
NC(=S)Nc1ccc(F)c(Cl)c1	i

Following part:
SMILES	PL synth Enamine
O=C(c1cccs1)N1CCC(C(=O)N2CCN(C(=O)c3cccs3)CC2)CC1	i
Cc1ccc(-n2c(C)c3c(c2C)P(=O)(Nc2ccc([N+](=O)[O-])cc2Br)N(c2ccccc2)N=C3)cc1 (stereo not drawn)	i
CN1CCN(/N=C/c2c3ccccc3c(Cl)c3ccccc23)CC1	i
Cc1oc2c(F)c(F)c(F)c(F)c2c1C(=O)NC1CCCCCC1	i
O=[N+]([O-])c1ccc(CSc2nnc(C3CC3)n2C2CC2)cc1	i
Cc1cc(C)c(S(=O)(=O)NNc2c(F)c(F)c(F)c(F)c2F)c(C)c1	i
CN(c1nc(N)c([N+](=O)[O-])c(N(C)C2CCCCC2)n1)C1CCCCC1	i
CC(=O)Cn1cnc2sc3c(c2c1=O)CCC(C)C3 (stereo not drawn)	i
CCCCN(C(=O)NCC)c1c(N)n(CC(C)C)c(=O)[nH]c1=O	i
CCCC1(CCC)NC(=O)N(CC(=O)NC2CCCCCC2)C1=O	i
CC(CNC(=S)NC(=O)C1CCCC1)NC(=S)NC(=O)C1CCCC1 (stereo not drawn)	i
CNC(=S)Nc1cc2oc3ccccc3c2cc1OC	i
COc1ccc(-c2cn(-c3ccc(OC)cc3)c3[n+]2-c2ccccc2CC3)cc1	i
Nc1nc(SCC(=O)c2c(N)n(C3CC3)c(=O)[nH]c2=O)n[nH]1	i
Cc1nc(C)c(C(=O)O)s1	i
CCCSc1n[nH]c(=S)s1	i
c1cc2c(cc1C1=NNC(=NC3CC3)SC1)CCCC2	i
CN(CC(F)(F)C(F)F)S(=O)C12CC3CC(CC(C3)C1)C2 (stereo not drawn)	i
O=C1CCCC2=C1C(c1ccncc1)n1nnnc1N2 (stereo not drawn)	i
CCn1ccc(=O)[nH]c1=O	i
COCCN=c1scc(-c2ccc(Br)cc2)n1/N=C/c1ccc(Br)cc1	i
Cc1cc(C)c(C)c(S(=O)(=O)N2CC3(C)CC2CC(C)(C)C3)c1C (stereo not drawn)	i
C/C(=N\NC(N)=S)C1CC2CCC1C2 (stereo not drawn)	i
COc1ccc(-c2noc(COc3cc(C(F)(F)F)cc(C(F)(F)F)c3)n2)c(OC)c1	i
FC(F)(F)c1nc(-n2cnc3ccccc32)c2ccccc2n1	i
Nc1nc(CSc2nnc(NC3CC3)s2)nc(Nc2ccccc2)n1	i
c1ccc(-n2nnnc2Oc2ccc(-n3ccnc3)cc2)cc1	i
Cc1nc(Nc2nc3ccccc3s2)nc2c1CCC2	i
CC1=C(C(=O)OC(C)(C)C)C(c2ccc(C(C)(C)C)cc2)NC(=S)N1 (stereo not drawn)	i
CCCCn1c(N)c(N(CC)C(=O)/C=C/c2ccco2)c(=O)[nH]c1=O	i
O=c1c2c(C3CC3)csc2[nH]c(=S)n1C1CCCCC1	i
